KCNQ2 block – KCNQ2 potassium channel inhibitors, primary screen, cell-based, CHO-K1, FluxOR thallium flux, B-score (AID 2156); Potassium voltage-gated channel subfamily KQT member 2 (Rattus norvegicus), O88943; 20 min; hits give low values; B-score at 10 µM; 310,000 tested, 1.1% active;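 active = fluorescence ratio B-score at most minus 3 library SDs, with starting brightness B-score within 2 library SDs, cut at about -5.5 in these data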
Kir21 inh – inhibitors of mouse Kir2.1 inward-rectifier potassium channel; Inward rectifier potassium channel 2 (Mus musculus), P35561; HEK293-Kir2.1, FluxOR thallium flux fluorescence; hits give low values; B-score at 10 µM; 310,000 tested, 0.85% active;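 active = fluorescence ratio B-score at or below minus 3 SD of library scores, with starting-brightness B-score within 2 SD, cut at about -4.2 in these data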;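 note: channel flux triggered by added potassium and thallium sulfate stimulus; B-score of peak minus minimum fluorescence over baseline after thallium stimulus; more negative B-score means stronger Kir2.1 block with less thallium influx; some compounds called inactive have numbers as strong as hits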
Target sequence (P35561 whole entry, looked up): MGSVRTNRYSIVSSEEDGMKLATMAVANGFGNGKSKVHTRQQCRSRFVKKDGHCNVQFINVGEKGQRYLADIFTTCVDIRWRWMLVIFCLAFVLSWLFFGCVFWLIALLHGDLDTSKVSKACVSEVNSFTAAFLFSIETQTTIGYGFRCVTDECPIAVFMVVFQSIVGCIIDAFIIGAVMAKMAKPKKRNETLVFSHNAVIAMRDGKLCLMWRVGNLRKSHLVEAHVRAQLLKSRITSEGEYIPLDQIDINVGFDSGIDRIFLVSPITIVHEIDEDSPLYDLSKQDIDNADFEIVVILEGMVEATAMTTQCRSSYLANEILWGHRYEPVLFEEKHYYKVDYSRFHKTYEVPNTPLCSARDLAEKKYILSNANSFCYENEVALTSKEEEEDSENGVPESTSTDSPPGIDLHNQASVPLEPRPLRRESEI
Active calls of the source: *; i = inactive.

KCNQ2 block | Kir21 inh | molecule
i | 1.49 | Nc1cccc(-c2nc3ccccc3[nH]2)c1
i | 0.99 | CN(C)S(=O)(=O)c1cccc(NS(=O)(=O)c2ccc(Cl)s2)c1
i | -0.37 | O=C(C1CCN(S(=O)(=O)N2CCOCC2)CC1)N1CCc2ccccc21
i | 0 | O=C(OCC(=O)N1CCN(c2ccccc2)CC1)c1cccc(Cl)c1
i | 1.69 | O=C(CCn1nnc2ccccc21)Nc1nnc(COc2ccccc2F)s1
i | 0.45 | CC1CCN(c2nc3ccccc3nc2C(C#N)C(=O)OC2CCCCC2)CC1 (stereo not given)
i | -0.42 | O=C(CN1C(=O)c2ccccc2C1=O)Nc1cccc(Cl)c1
i | 0.36 | Cc1ccc(Cn2c(SCC(=O)NCC3CCCO3)nc3ccsc3c2=O)cc1 (stereo not given)
i | -2.04 | O=c1oc2ccccc2n1Cn1c(=O)oc2ccccc21
i | 0.55 | COc1ccc(/C=N/NC(=O)c2c(C)n(C)c3ccc(OC)cc23)c(OC)c1
i | -0.16 | O=C(Nc1ccc(C(=O)c2ccccc2)cc1)c1ccccc1
i | 1.92 | Cc1ccc(CNC(=O)C2CCN(C(=O)Nc3ccc(C)cc3)CC2)cc1
i | 1.91 | COc1cc(C(=O)OCCn2c(=O)c3c(ncn3CCN(C)C)n(C)c2=O)cc(OC)c1OC
i | -1.13 | Fc1ccccc1C1c2cccn2CCN1C(=S)Nc1ccc(Br)cc1 (stereo not given)
i | -0.36 | CS(=O)(=O)c1ccc(Cl)c(NC(=O)c2cc(S(=O)(=O)N3CCOCC3)ccc2N2CCCC2)c1
i | -0.41 | O=C(NNC(=O)C1[C@H]2CCCC[C@@H]12)c1ccc(=O)oc1 (stereo not given in full)
i | -0.75 | O=C(Nc1ccc([N+](=O)[O-])cn1)c1cc(-c2cccc(Br)c2)nc2ccccc12
i | 0.03 | CCN(CC)C(=O)c1cc(Cl)ccc1NC(=O)c1ccco1
i | -0.72 | O=C(CSc1nnc(-c2cccs2)n1-c1ccccc1)NCc1ccc2c(c1)OCO2
i | 0.92 | Cc1cnc(CNC(=O)C2CCC(=O)N(Cc3ccc(Cl)cc3)C2)[nH]1 (stereo not given)
i | -0.73 | COc1ccc(N(CC(=O)Nc2cc(C)cc(C)c2)S(=O)(=O)c2ccccc2[N+](=O)[O-])c(OC)c1
i | -4.6 | CN(C)c1ccc(/C=C/c2cc[n+](C)cc2)cc1
i | -0.62 | NNC(=O)Cc1cn(-c2ncc(C(F)(F)F)cc2Cl)c2ccccc12
i | 1.78 | COc1ccc(S(=O)(=O)N2CCCCC2)cc1NC(=S)Nc1ccccc1
i | -1.2 | O=C(CCn1c(=S)oc2ccccc21)Nc1ccccc1F
i | 0.36 | CCN1C(=O)NC(c2cccnc2)C(C(=O)OC)=C1C (stereo not given)
i | 0.94 | COc1cccc(C(=O)N2CCC(n3nccc3NC(=O)C(OC)c3ccccc3)CC2)c1 (stereo not given)
i | -0.04 | CCCCC(=O)Nc1nnc(CCOC)s1
i | 0 | COc1cccc(OCc2cc(C(=O)N(C)C3CC(C)(C)NC(C)(C)C3)no2)c1
i | -0.59 | CCOC(=O)C1CCN(S(=O)(=O)c2ccc(Cl)cc2OC)CC1
i | 0.69 | COc1ccc2ccccc2c1/C=N/NC(=O)c1nnn(-c2nonc2N)c1C(C)C
i | 1.17 | O=C(NC(=S)Nc1ccc2[nH]c(=O)[nH]c2c1)c1ccccc1Cl
i | -1.44 | CN(C)CCCNC(=O)c1ccc(CN(c2ccccc2)S(C)(=O)=O)cc1
i | 0.22 | Cc1ccccc1NC(=O)c1ccc(COc2ccc3c(C)cc(=O)oc3c2)cc1
i | -1.29 | Cc1nn(CCC(=O)N2CCN(S(=O)(=O)c3ccc(Cl)cc3)CC2)c(C)c1C
i | -2.06 | CC1CCN(C(=O)CNC(=O)Cc2ccccc2)CC1
i | 1.36 | Cc1cc(C)cc(-n2c(=O)c3ccccc3n(CC(=O)NCC3CCCO3)c2=O)c1 (stereo not given)
i | -0.09 | Cc1cc(S(=O)(=O)NCc2cccnc2)ccc1F
i | 0.03 | CCN1C(=O)[C@H]2[C@@H](c3ccc(C)cc3)N3C(=O)N(c4cccc(Br)c4)C(=O)[C@@]3(CC(C)C)[C@H]2C1=O
i | -0.27 | COc1ccc(N/C(N)=N/c2nc(C)c(Cc3ccccc3)c(=O)[nH]2)cc1
i | 0.18 | Cc1cc(C(=O)OCC(=O)N(C)C2CCS(=O)(=O)C2)c(C)n1-c1ccccc1 (stereo not given)
i | -0.08 | Cc1ccc2[nH]c3c(c2c1)CN(C(=O)CN(C)CC1OCCO1)CC3
i | 1.18 | COc1ccc(N/C(=N/c2nc(C)cc(C)n2)NC(=O)c2ccccc2)cc1
i | 0.39 | CCCNC(=O)OCc1cccnc1Sc1ccc(C)cc1
i | 0.56 | CCOC(=O)n1ccc(C(=O)Nc2ccccc2F)n1
i | 0.01 | Cc1ccc(NC(=O)CCN2CCc3ccccc3C2)cc1
i | -0.68 | NC(=O)C1=C[C@@H](c2ccccc2)C[C@@H](OCCCCO)O1
i | 1.18 | CN1CCN(S(=O)(=O)c2ccc3[nH]c(=O)oc3c2)CC1
i | 0.91 | Cc1cc(C)c(NS(=O)(=O)c2ccc3c(c2)NC(=O)CC(=O)N3)c(C)c1
i | -1.24 | O=C(CCCc1nc2ccccc2s1)N1CCN(c2ccccc2)CC1

(list continues)
KCNQ2 block | Kir21 inh | molecule
i | -0.8 | Cc1nonc1NC(=O)CSc1cn[nH]n1
i | 0.2 | CC(=O)Nc1ccc(NC(=O)CSc2ccc(-c3sc(C)nc3C)nn2)cc1
i | 0.01 | CC(C)(C)OC(=O)[C@H](Cc1ccccc1)NC(=O)c1[nH]cnc1C(=O)Nc1cccc(Cl)c1
i | -0.35 | O=C(NCCc1ccc(F)cc1)N1CCOCC1
i | 1.84 | O=C(CSc1nc2sc3c(c2c(=O)n1-c1ccccc1)CCCC3)N/N=C/c1ccc(C(=O)O)cc1
i | 1.65 | Cc1ccc(C(=O)NC2CCCc3ccccc32)cc1[N+](=O)[O-] (stereo not given)
i | 0.12 | Cc1ccc(-c2nn[nH]n2)o1
i | 1.26 | COC(C[C@H]1O[C@@H]1[C@H](O)[C@H](C)OCc1ccccc1)OC
i | -2.72 | CC(=O)N1CCOc2ccc(S(=O)(=O)N3CC(C)CC(C)C3)cc21 (stereo not given)
i | -1.05 | CN(C)CCCN1c2ccccc2CCc2ccccc21
i | 0.5 | COCCN1CN=C(Nc2nc3ccccc3o2)NC1
i | 0.89 | Cc1cc(C)c(NC(=O)CSc2nc3c(c(=O)n2C)SC(C)C3)c(C)c1 (stereo not given)
i | -1.19 | O=C(CN1C(=O)c2ccccc2C1=O)NCCc1c[nH]c2ccccc12
i | -0.02 | CCS(=O)(=O)n1nc(-c2ccccc2)nc1N
i | 1.05 | CC(C)C[C@H](NC(=O)C1CC(=O)N(c2ccc3c(c2)OCO3)C1)C(=O)NCc1ccco1 (stereo not given in full)
i | -0.02 | Cc1ccc(C(=O)CSc2nnc(N)s2)c(C)c1
i | -0.3 | c1ccc(-c2nnsc2Sc2ccccn2)cc1
i | -1.82 | CSc1cccc(NC(=O)/C=C/c2ccc(Cl)cc2)c1
i | 0.27 | CCOc1cccc(N2C(=O)CC(N3CCN(c4ccc(S(=O)(=O)CC)cc4)CC3)C2=O)c1 (stereo not given)
i | -1.33 | COc1ccc(-c2cc3ccccc3n2CC(O)CNC(CO)(CO)CO)cc1 (stereo not given)
i | -0.12 | CCCCCc1cc(=O)oc2c(C(CCN3CCCC(C)C3)c3ccc(N(C)C)cc3)c(OC)cc(OC)c12 (stereo not given)
i | -3.23 | COc1ccccc1NC(=S)N1CCC(C(=O)c2ccc(F)cc2)CC1
i | -2.34 | Clc1ccc(CN2C3=NCCCN3c3ccccc32)c(Cl)c1
i | -1.25 | CC(C)(C)C(=O)N1N=C(c2ccc(NS(C)(=O)=O)cc2)CC1c1cccs1 (stereo not given)
i | 0.06 | Cc1ccc(NC(=O)CCNS(=O)(=O)c2ccccc2)c(C(=O)c2ccccc2)c1
i | 0 | O=C(COC(=O)c1ccc2ccccc2n1)c1ccccc1
i | 2.15 | O=C(CN1C(=O)c2ccccc2C1=O)OCCOCCN=C1NS(=O)(=O)c2ccccc21
i | -3.09 | CC(C)CCNC(=O)COc1cccc2c1OC(C)(C)C2
i | 0.24 | CCOc1ccc(NC(=O)CN(C)C(=O)CCCc2c[nH]c3ccccc23)cc1OCC
i | 2.16 | COc1ccc(C2CC(c3ccccc3)=NN2c2ccc(S(N)(=O)=O)cc2)cc1OC (stereo not given)
i | 0.05 | COc1ccc(NC2=CC(=O)N(C)C2=O)cc1
i | -1.15 | COc1ccc(C(=O)NCc2nnc(SCC(=O)c3ccccc3)o2)cc1
i | 1.23 | NC(=O)CC(NC(=O)Cc1cccc2ccccc12)c1ccc(N2CCCCCC2)c([N+](=O)[O-])c1 (stereo not given)
i | -0.44 | CC1=CC(C)(C)Nc2ccccc21
i | 1.18 | O=C(Nc1ccc(OC(=O)c2cccs2)cc1)c1ccco1
i | 0.01 | Cc1cccc(N2CCN(C(=O)Cc3ccccc3[N+](=O)[O-])CC2)c1C
i | 2.01 | Cc1nn(C(=O)N2CCCCC2)c(C)c1CN1C(=O)c2ccccc2C1=O
i | -2.82 | COC(=O)c1[nH]c2ccc(Br)cc2c1NC(=O)C(C)N1CCN(C2CCCCC2)CC1 (stereo not given)
i | -0.47 | O=[N+]([O-])/C(C(=C(Cl)Cl)N1CCOCC1)=C1\NCCO1
i | -0.34 | Cc1ccc(S(=O)(=O)NN2C(=O)c3ccccc3NC2c2ccccc2F)cc1 (stereo not given)
i | 1.1 | C=CCNC(=O)COc1ccc(S(=O)(=O)NC2CCCCC2)cc1
i | 3.41 | Cc1ccc(S(=O)(=O)Nc2c(C)cc(C)nc2Cl)cc1
i | 0.39 | O=C(NCc1ccc2c(c1)OCO2)C1CCN(c2ncccn2)CC1
i | -0.75 | O=S(=O)(c1cccc2nonc12)N1CCCCC1
i | 0.1 | Cc1ccc(C2CN(C)C3(C(=O)Nc4ccccc43)C23COc2ccccc2C3=O)cc1 (stereo not given)
i | 0.68 | O=C(Cn1c(=O)n(-c2ccccc2)c(=O)c2sccc21)NCc1ccccc1
i | 0.68 | Cc1cc2c(=O)n(C)c(SCC(=O)Nc3cccc(O)c3)nc2s1
i | 0.98 | CCCN(CC(=O)Nc1ccccc1C)C(=O)c1ccc(NC2CC2)c([N+](=O)[O-])c1
i | 0.59 | CC(C)[C@H](NC(=O)c1nn(Cc2ccccc2)c(=O)c2ccccc12)C(=O)O
i | -1.28 | CSc1ccc(S(=O)(=O)N2CCC(C(=O)Nc3ccc(NC(C)=O)cc3)CC2)cc1

(further entries)
KCNQ2 block | Kir21 inh | molecule
i | 0.89 | CC(C)(C)NC(=O)NC(=O)CN1CCN(c2cccc(Cl)c2)CC1
i | -1.41 | O=C(OCCCCN1C(=O)c2ccccc2C1=O)c1ccc(Br)o1
i | -1.32 | COc1cc(NC(c2ccccc2)c2ccccc2)cc(OC)c1OC
i | 1.64 | Cc1ccc(NC(=O)C(C)N2C(=O)c3ccccc3C2=O)c(C)c1 (stereo not given)
i | 1.35 | O=C(CN1CCN(Cc2ccc(Cl)cc2)CC1)N/N=C/C=C/c1ccccc1[N+](=O)[O-]
i | 0 | COc1ccc(NC(=O)Cn2nnc(C(=O)NCc3ccco3)c2N)cc1
i | 0.39 | COC(=O)C1=C(C(=O)OC)[C@@H]2Nc3ccccc3[C@@]23C[C@@H](C(=O)OC)N(C(=O)c2cc(C)oc2C)C3=N1
i | 0.34 | CC(=O)Nc1nc(-c2ccc3c(c2)CCN3S(C)(=O)=O)cs1
i | -0.06 | CNC(=O)C1CC(=O)N(c2ccc(OCC(=O)NCc3ccccc3)cc2)C1 (stereo not given)
i | -0.25 | Cc1ccc(-n2cc(CCCCCCCCC(=O)O)nn2)cc1
i | 0.6 | O=C(c1ccc(F)cc1)N1CCN(c2ccc([N+](=O)[O-])c(N3CCCCC3)c2)CC1
i | -0.61 | O=C(CN1C(=O)NC2(CCc3ccccc32)C1=O)c1ccc(F)cc1 (stereo not given)
i | 0.53 | CCN(CC)Cc1c(O)ccc2c(=O)c(Oc3ccccc3OC)c(C)oc12
i | 1.79 | COc1ccc(-n2c(O)c(C=Nc3ccccc3)c3ccccc3c2=O)cc1
i | 0.25 | CCOC(=O)CN/C=C(\C#N)c1ccccc1

Of the compounds above, 12 have an NH in an aromatic ring.
KCNQ2 block | Kir21 inh | molecule
i | 1.49 | Nc1cccc(-c2nc3ccccc3[nH]2)c1
i | 0.92 | Cc1cnc(CNC(=O)C2CCC(=O)N(Cc3ccc(Cl)cc3)C2)[nH]1 (stereo not given)
i | 1.17 | O=C(NC(=S)Nc1ccc2[nH]c(=O)[nH]c2c1)c1ccccc1Cl
i | -0.27 | COc1ccc(N/C(N)=N/c2nc(C)c(Cc3ccccc3)c(=O)[nH]2)cc1
i | -0.08 | Cc1ccc2[nH]c3c(c2c1)CN(C(=O)CN(C)CC1OCCO1)CC3
i | 1.18 | CN1CCN(S(=O)(=O)c2ccc3[nH]c(=O)oc3c2)CC1
i | -0.8 | Cc1nonc1NC(=O)CSc1cn[nH]n1
i | 0.01 | CC(C)(C)OC(=O)[C@H](Cc1ccccc1)NC(=O)c1[nH]cnc1C(=O)Nc1cccc(Cl)c1
i | 0.12 | Cc1ccc(-c2nn[nH]n2)o1
i | -1.19 | O=C(CN1C(=O)c2ccccc2C1=O)NCCc1c[nH]c2ccccc12
i | 0.24 | CCOc1ccc(NC(=O)CN(C)C(=O)CCCc2c[nH]c3ccccc23)cc1OCC
i | -2.82 | COC(=O)c1[nH]c2ccc(Br)cc2c1NC(=O)C(C)N1CCN(C2CCCCC2)CC1 (stereo not given)

High-throughput results deposited in PubChem BioAssay by Johns Hopkins Ion Channel Center.
